DT40 TDP1 no CPT: qHTS for Inhibitors of human tyrosyl-DNA phosphodiesterase 1 (TDP1): qHTS in cells in absence of CPT. DT40 Tdp1-/- hTDP1 cells, no CPT, ATP luminescence, 48 h. Potency, µM (doses to about 46.2 µM), for the others: at the highest dose activity change, negative = growth inhibition, hits mostly inhibitors. hit rate 15% among 420,000; further: nearly all actives have a fitted effect of over 55% in size
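A cellular qHTS used chicken DT40 cells lacking endogenous Tdp1 but carrying stably transfected human TDP1. Compounds were applied without camptothecin, and cell growth kinetics were judged by ATP-dependent luminescence after ≥48 hr.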
TDP1 block: blocks human tyrosyl-DNA phosphodiesterase 1; Q9NUW8; recombinant TDP1, AlphaScreen DNA substrate cleavage; Potency, µM (titrated, usually from 130 µM), for inactives: at the top dose activity change, negative = inhibition, hits mostly inhibitors; hit rate 0.28% among 350,000; AID 485290; further: nearly all actives have a fitted effect of over 40% in size
Target sequence (Q9NUW8 whole entry, looked up): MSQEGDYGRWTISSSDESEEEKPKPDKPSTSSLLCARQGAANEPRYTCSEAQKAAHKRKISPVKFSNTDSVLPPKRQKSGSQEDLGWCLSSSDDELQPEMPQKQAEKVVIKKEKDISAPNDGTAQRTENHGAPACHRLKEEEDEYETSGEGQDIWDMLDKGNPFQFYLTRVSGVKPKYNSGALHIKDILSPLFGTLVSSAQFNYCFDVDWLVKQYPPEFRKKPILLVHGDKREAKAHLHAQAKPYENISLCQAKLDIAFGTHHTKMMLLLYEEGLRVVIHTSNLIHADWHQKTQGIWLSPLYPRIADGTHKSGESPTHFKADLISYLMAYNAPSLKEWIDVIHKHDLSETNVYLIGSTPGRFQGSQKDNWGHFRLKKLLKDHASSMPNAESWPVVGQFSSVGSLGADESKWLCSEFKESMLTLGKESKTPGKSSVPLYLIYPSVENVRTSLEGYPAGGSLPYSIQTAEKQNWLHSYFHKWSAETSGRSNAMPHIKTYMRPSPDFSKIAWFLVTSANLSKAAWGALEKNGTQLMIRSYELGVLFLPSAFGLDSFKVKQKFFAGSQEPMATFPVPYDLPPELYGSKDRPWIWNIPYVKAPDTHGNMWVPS
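Recombinant E. coli-expressed Tdp1 (1 nM) preincubated with compound 15 min at RT, then 5'-biotin/3'-phosphotyrosine-FITC DNA substrate (15 nM) added for 5 min. AlphaScreen beads (10 ug/ml) added, 10 min RT; tyrosine-FITC cleavage read as signal loss.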
DT40 TDP1 CPT: growth inhibition of DT40 Tdp1-/-;hTDP1 cells with camptothecin (screen for TDP1 inhibitors) | chicken DT40 Tdp1-/-;hTDP1 cells + 20 nM CPT, ATP luminescence, 48 h | Potency, µM (titrated, usually from 46.2 µM), inactives show top-dose activity change, negative = growth inhibition, most hits filed as inhibitors | hit rate 12% among 420,000 | AID 686979; further: nearly all actives have a fitted effect of over 55% in size
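Cell growth measured by CellTiter-Glo luminescence after a minimum 48 h, 37 C compound exposure with 20 nM CPT in Tdp1-knockout DT40 cells stably expressing hTDP1, seeded 400/well; qHTS titration format.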
Active calls of the source: *; ? = inconclusive; / = not tested or not shown; & = joins results of further samples; [ ] = another dose, or the depositor's remark. The call rests on the fitted dose curve; in most records, active means well fitted curve in the direction sought with a large enough effect; inconclusive means small, poorly fitted or top-dose-only effect, or another doubt; inactive means no such curve, though single readings can be large; an effect the other way counts as inactive or inconclusive. On the % scale 0 is the no-effect control and ±100 the full control effect; potency means the concentration at half of the fitted maximal effect.

SMILES	DT40 TDP1 no CPT	TDP1 block	DT40 TDP1 CPT
CSc1ccc(Cn2c(C)c(C(=O)NCc3ccc(Cl)c(Cl)c3)sc2=O)cc1	?	/	?
Cc1ccc(C)c(OCc2ccc(C(=O)Nc3ccc([N+](=O)[O-])cn3)o2)c1	?	2%	?
CC(=O)Nc1cc2c(c([N+](=O)[O-])c1C)C(C)(C)CC2(C)C	?	/	?
CC1(C)C(=O)Nc2ccccc2N1C(=O)COC(=O)Cc1ccc(Cl)c(Cl)c1	?	-9%	?
COc1ccccc1/C=N\Nc1cc(C)nc(-n2nc(C)cc2C)n1	5.2µM*	5%	6.5µM*
O=C(CN1C(=O)NC2(CCc3ccccc32)C1=O)c1ccc(Br)cc1 (centres undefined)	-26%	6%	?
COc1ccc(NC(=O)C(=O)NCc2ccncc2)c(OC)c1	-10%	7%	-11%
Cc1ccc(NC(=O)COC(=O)CCc2ccc(S(=O)(=O)N3CCOCC3)cc2)cc1F	-9%	3%	0%
O=[N+]([O-])c1nn(-c2ccc3c(c2)OCCO3)n(O)c1=NCc1ccc(F)cc1	?	-5%	?
O=C1NCC(c2ccccc2)(c2ccccc2)C(=O)N1	-4%	/	8%
CCOC(=O)c1c(S(=O)(=O)NCC(=O)Nc2cccc(F)c2)c(C)n(C)c1C	19%	2%	-26%
O=C(CN1C(=O)c2ccccc2S1(=O)=O)Nc1ncc(Cl)cc1Cl	1%	-15%	-9%
CC(=O)c1cccc(NC(=O)NNC(=O)c2ccc3ccccc3c2)c1	20%	2%	-10%
C=CCn1c(CCNC(=O)C(C)(C)C)nc2ccccc21	-8%	3%	-3%
COc1ccccc1NC(=O)CSc1nccc(-c2ccco2)n1	-19%	1%[56.1 µM]	-24%
N[C@@]1(C(=O)O)CN[C@H](C(=O)O)C1	-14%	13%	-4%
CN(C)c1nc(N)nc(-c2nc3ccccc3s2)n1	-2%	5%	4%
Oc1ccc(-c2csc(Nc3ccccn3)n2)cc1O	2.6µM*	2%	5.2µM*
CCOCCCn1c(=N)c(C(=O)NC2CCCC2)cc2c(=O)n3cccc(C)c3nc21	21µM*	/	?
Cc1ccccc1C(=O)Nc1cccc(C(=O)OCc2cc(=O)n3nc(C4CC4)sc3n2)c1	?	-4%	?
CCOC(=O)c1cc(S(=O)(=O)N2CCN(C3CCCCC3)CC2)cn1C	0%	2%	-10%
Cc1ccc(C(=O)Nc2ccc3c(c2)ncn3C)cc1	-1%	7%	-7%
O=C(c1cc2cc(Br)ccc2[nH]1)N1CCc2ccccc21	?	/	?
COC(=O)CNC(=O)c1cnn(-c2ncc3c(n2)-c2ccccc2CCC3)c1C1CC1	-26%	/	-13%[9.04 µM]
CC(C)C(=O)Nc1ccc(NC(=O)c2cc3ccccc3o2)cc1	?	2%	?

Single records (already shown):
CN(C)c1nc(N)nc(-c2nc3ccccc3s2)n1 reads DT40 TDP1 no CPT = -2%; TDP1 block = 5%; DT40 TDP1 CPT = 4%
Cc1ccccc1C(=O)Nc1cccc(C(=O)OCc2cc(=O)n3nc(C4CC4)sc3n2)c1 reads DT40 TDP1 no CPT = ?; TDP1 block = -4%; DT40 TDP1 CPT = ?
CC(C)C(=O)Nc1ccc(NC(=O)c2cc3ccccc3o2)cc1 reads DT40 TDP1 no CPT = ?; TDP1 block = 2%; DT40 TDP1 CPT = ?

The main list resumes, starting three compounds before the break.
SMILES	DT40 TDP1 no CPT	TDP1 block	DT40 TDP1 CPT
O=C(c1cc2cc(Br)ccc2[nH]1)N1CCc2ccccc21	?	/	?
COC(=O)CNC(=O)c1cnn(-c2ncc3c(n2)-c2ccccc2CCC3)c1C1CC1	-26%	/	-13%[9.04 µM]
CC(C)C(=O)Nc1ccc(NC(=O)c2cc3ccccc3o2)cc1	?	2%	?
COc1cccc(CN(C)C(=O)C2CC(=O)N(c3ccc4c(c3)OCCO4)C2)c1 (centres undefined)	?	0%	?
CCn1c(SCC(=O)Nc2cccnc2Cl)nnc1-c1ccccc1	4%	3%	8%
Cc1csc(SCC(=O)NC2CCC(C)CC2)n1 (centres undefined)	-19%	/	-12%
CCn1nc(C)c(/C=N/NC(=O)Cn2nc(C)cc2C)c1C	5%	8%	11%
COc1ccc(NC(=O)Cn2ncc3c([nH]c4ccccc43)c2=O)cc1Cl	?	7%	4%
COc1cc(CN2CCNC(=O)C2CC(=O)N2CCCN(C(C)=O)CC2)cc(OC)c1 (centres undefined)	7%	3%	5%
CC1CCN(c2ccc(S(=O)(=O)N3CCC(C)CC3)cc2N)CC1	16µM*	4%	21µM*
Cc1ccc(CSc2nnc(Cn3c(=O)sc4ccccc43)n2C)cc1	?	3%	?
Cc1ccc(Cn2c(=O)c3cccnc3n(CC(=O)Nc3cccc(C(F)(F)F)c3)c2=O)cc1	16µM*	-2%&-6%	?
CCN(c1ccccc1)S(=O)(=O)c1ccc2c(c1)N(C(C)=O)CCO2	-30%	1%	4%
CN1CCN(S(=O)(=O)c2cccc(C(=O)Nc3ccc(Br)cc3Br)c2)CC1	?	/	?
C[n+]1ccc(/C=C/c2c[nH]c3ccc(F)cc23)cc1	0.82µM*	/	1.6µM*
O=C(O)[C@H]1CN[C@H](C(=O)O)C1	-14%	12%	-2%
O=c1c2c([nH]n1-c1ccccc1)C[C@@H](C1CCCCC1)O[C@H]2c1ccc(F)cc1	-22%	/	2%
Cc1cc(=O)oc2cc(OCC(=O)NC3CC(C)(C)NC(C)(C)C3)ccc12	14%	3%	13%
C[C@@H]1CN([C@H](C)CO)C(=O)CCCn2nncc2CO[C@H]1CN(C)S(=O)(=O)c1cccc(F)c1	-16%	/	-12%
COc1ccc(CCNC(=O)CNS(=O)(=O)c2ccc(F)c(Cl)c2)cc1OC	-4%	/	6%
O=C(/C=C/c1ccccc1)N1CCCN(C(=O)/C=C/c2ccccc2)CC1	-13%	4%	2%
CCc1ccccc1N(C)S(=O)(=O)c1ccc2[nH]cc(C(=O)N3CCc4ccccc43)c(=O)c2c1	18µM*	0%	?
O=C(CN1CCOCC1)Nc1c(-c2ccccc2)c2cc(Br)ccc2[nH]c1=O	-15%	1%	-25%
CCOC(=O)N1CCC(NCCNC(=O)c2cccc(F)c2)CC1	-20%	1%	2%
CC(C)CNC(C)C(=O)Nc1ccc(S(N)(=O)=O)cc1 (centres undefined)	-1%	0%	2%
Fc1ccc(CNCCC(Cc2ccccc2)c2ccco2)cc1 (centres undefined)	?	/	-27%
CN(C(=O)Cn1cc([N+](=O)[O-])ccc1=O)C1CCCCC1	-11%	1%	-10%
Cc1nn(C)c(Cl)c1CN1CCCC(C(=O)Nc2cccc(-n3cccn3)c2)C1 (centres undefined)	?	0%	12µM*

Continuation.
SMILES	DT40 TDP1 no CPT	TDP1 block	DT40 TDP1 CPT
N[C@@H](Cc1ccc(O)cc1)c1nnc([C@H](CC(=O)O)NC(=O)C2CCNCC2)o1	-13%	4%	1%
O=C(N/N=C/C1CC=CCC1)c1cc(Br)ccc1O (centres undefined)	-20%	8%	-4%
COc1cc(C(=O)NCC(=O)OCc2ccccc2Cl)cc(OC)c1OC	1%	-3%	-26%
Cc1cccc(NC(=O)c2ccc(S(=O)(=O)NCc3cccnc3)cc2)c1	?	/	1%
Cc1c(OC(C(=O)O)c2ccccc2)ccc2c(-c3ccccc3)cc(=O)oc12 (centres undefined)	-16%	/	-6%
O=C(Nc1cccn2ncnc12)c1ccccc1	-15%	-2%	-5%
O=C(Nc1ccc2c3c(cccc13)CC2)c1ccc(Br)o1	?	1%	?
Cc1ccc(NC(=S)NC2CCCC2)cc1	-53%	5%	-12%
CCOC(=O)N1CCN(C(=O)C(C)N(c2ccccc2)S(C)(=O)=O)CC1 (centres undefined)	-10%	-3%	-9%
CC(C)(C)NC(=O)NC(=O)COC(=O)Cn1c(C(F)(F)F)nc2ccccc21	-6%	5%	-2%
CCN(CC)C(=O)CSc1nc2ccccc2o1	1%	-4%[56.1 µM]	2%
Cc1cccc(-c2oc3ccc(-c4ccc5c(c4)OCO5)cc3c2/C=C/c2ccc(N)cc2)c1	-11%	/	9%
CCOC(=O)C1CCCN(C(=O)c2ccc(CS(=O)(=O)c3ccc(Br)cc3)o2)C1 (centres undefined)	?	4%	-17%
Cc1nc2cc(-c3ccccc3)nn2c(C)c1CCC(=O)N1CCN(c2ccccc2)CC1	?	6%&5%	-27%&-30%
CCN(CC)CCNC(=O)C(=O)Nc1cc2c3c(c1)CCN3C(=O)CC2	13%	-3%	4%
O=C(COc1ccc(Cl)cc1Cl)NNC(=O)c1cccnc1	-18%	/	-7%
CCc1nc(CN(C)C(=O)C2CCC(=O)N(Cc3cccc(F)c3)C2)no1 (centres undefined)	18%	9%	1%
COc1ccccc1-c1csc(Cc2nnc3n2CCCCC3)n1	-15%	4%	-3%
O=C1NC(=S)N/C1=C/c1cccc([N+](=O)[O-])c1O	1%	2%	3%
COc1ccc(C(=O)NCC(c2ccco2)N2CCCCC2)cc1S(=O)(=O)Nc1ccc(C)cc1 (centres undefined)	-26%	/	-3%
Cc1ccnc(SCc2cc(=O)c(OC(=O)c3ccc(S(=O)(=O)N(C)C)cc3)co2)n1	6%	-1%	13%
O=C(COC(=O)c1ccc(Br)o1)NC1CCCc2ccccc21 (centres undefined)	-15%	0%	-12%
CCCNC(=O)c1cc(C2CCCCN2S(=O)(=O)c2ccc(OC)cc2)on1 (centres undefined)	?	/	-38%
Cc1ccc(S(=O)(=O)N2CCC(C(=O)N3CCC3)CC2)cc1	22%	2%	?
COc1ccc(NC(=O)/C(C#N)=C/c2ccc(OCc3ccccc3F)cc2)cc1	-7%	0%	4%
CCOC(=O)N1CCN(C(=O)C2CCN(C(=O)c3ccccc3C)CC2)CC1	1µM*	/	0.92µM*
COc1ccc(-c2noc(CN3C(=O)c4ccccc4C3=O)n2)cc1	-5%	2%	0%
CC(=O)C1=C(c2ccccc2)NC(=O)NC1c1ccccc1OCC#N (centres undefined)	2%	0%	-10%
COC(=O)c1sccc1NC(=O)Nc1cccc(F)c1	-15%	3%	0%

Of the compounds above, 4 contain a COOH group:
SMILES	DT40 TDP1 no CPT	TDP1 block	DT40 TDP1 CPT
N[C@@]1(C(=O)O)CN[C@H](C(=O)O)C1	-14%	13%	-4%
O=C(O)[C@H]1CN[C@H](C(=O)O)C1	-14%	12%	-2%
N[C@@H](Cc1ccc(O)cc1)c1nnc([C@H](CC(=O)O)NC(=O)C2CCNCC2)o1	-13%	4%	1%
Cc1c(OC(C(=O)O)c2ccccc2)ccc2c(-c3ccccc3)cc(=O)oc12 (centres undefined)	-16%	/	-6%

2 records drawn at random from the list so far, as already listed:
SMILES	DT40 TDP1 no CPT	TDP1 block	DT40 TDP1 CPT
O=C(COC(=O)c1ccc(Br)o1)NC1CCCc2ccccc21 (centres undefined)	-15%	0%	-12%
COc1ccc(-c2noc(CN3C(=O)c4ccccc4C3=O)n2)cc1	-5%	2%	0%
